Assay outcomes as filed in PubChem BioAssay.
RBBP9 inhibitor = blocks human serine hydrolase RBBP9 | inhibition, % at 7.94 µM | O75884 | recombinant RBBP9, FP-Rh probe fluorescence polarization | AID 1515 | 0.2% of 220,000 active;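 active = inhibition above the campaign mean of all tested compounds plus 3 SD, cut at about 14% in these data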;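 note: plate controls were DMSO wells with RBBP9 for no effect and wells lacking RBBP9 protein for full effect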
Target sequence (O75884 whole entry, looked up): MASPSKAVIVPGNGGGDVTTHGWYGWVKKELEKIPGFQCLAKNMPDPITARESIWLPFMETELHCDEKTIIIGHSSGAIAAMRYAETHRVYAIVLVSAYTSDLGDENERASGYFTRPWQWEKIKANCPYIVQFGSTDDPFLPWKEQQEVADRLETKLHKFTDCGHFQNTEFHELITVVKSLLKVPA
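Assay system: recombinant human RBBP9; Reagent: Serine-hydrolase probe FP-Rh, 375 nM pre-mixing; Doses: 7.94 µM single dose, 0.794% DMSO; Incubation: 30 min then 45 min, 25 °C; Detection: fluorescence polarization (mP), excitation 525 nm, emission 598 nm; Evaluation: percent inhibition from mP, scaled between DMSO and no-protein wells.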
p47phox inh = blocks human p47phox regulatory protein of NADPH oxidases; p47phox/p22phox peptide binding, fluorescence polarization, 2 h; inhibition, % at 24.7 µM; AID 1274; P14598; 0.53% of 220,000 active;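 active = inhibition above about 30%, limit read from the data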;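 note: 0% = p47phox with labelled peptide and 100% = labelled peptide alone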
Target sequence (P14598 whole entry, looked up): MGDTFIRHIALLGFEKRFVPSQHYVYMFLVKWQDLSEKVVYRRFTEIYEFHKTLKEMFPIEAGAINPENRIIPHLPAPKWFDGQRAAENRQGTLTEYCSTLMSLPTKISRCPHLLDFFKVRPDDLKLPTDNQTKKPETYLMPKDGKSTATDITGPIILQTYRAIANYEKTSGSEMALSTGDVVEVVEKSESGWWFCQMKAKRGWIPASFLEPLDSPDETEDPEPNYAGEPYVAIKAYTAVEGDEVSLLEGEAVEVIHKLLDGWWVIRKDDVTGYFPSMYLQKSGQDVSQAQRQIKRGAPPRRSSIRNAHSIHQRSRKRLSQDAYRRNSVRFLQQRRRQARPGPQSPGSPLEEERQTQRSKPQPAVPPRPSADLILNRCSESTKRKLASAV
PPC-1+TRAIL kill = kills PPC-1 cancer cells in the presence of TRAIL. PPC-1 cells + TRAIL, ATPLite viability luminescence. cell killing (% activity), % at 4 µM. 0.41% of 220,000 active;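 active = cell killing above 50% in the first pass at 4 µM, then a duplicate retest at 5 µM averaging 50% or more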;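 note: plate controls were cells with TRAIL plus DMSO for no effect and medium-only wells lacking cells for full effect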
p97 ATPase inh = blocks human p97 ATPase activity. P55072. recombinant p97 ATPase, Kinase-Glo ATP luminescence, 3 h. inhibition, % at 8 µM. 0.42% of 220,000 active; in the data active = inhibition above about 15%;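 note: 0% = DMSO vehicle and 100% = wells lacking enzyme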
Tb hexokinase = T. brucei hexokinase 1 inhibition; inhibition, % at 10 µM; 0.11% of 220,000 active; recombinant TbHK1, G6PDH-coupled NADH A340;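 active = inhibition of 50% or more in the single-dose primary screen; inactive = inhibition below 50%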
BaF3 tox = reduces parental Ba/F3 cell viability, JAK2V617F counter-screen. 1.1% of 220,000 active. inhibition, % at 5.6 µM. CellTiter-Glo ATP luminescence;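 active = inhibition above a per-campaign cutoff, the mean inhibition of all tested compounds plus 3 SD, cut at about 27% in these data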;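 note: 0% = DMSO wells and 100% = JAK Inhibitor I control wells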
Furin inhibitor = blocks human furin protease activity; purified furin, fluorogenic substrate cleavage; inhibition, % at 30 µM; 0.061% of 220,000 active; in the data active = inhibition above about 25%; note: inactives centre near -15
Ba/F3 V617F tox = reduce viability of Ba/F3 cells dependent on JAK2V617F | Ba/F3 EpoR-JAK2V617F viability, ATP luminescence | inhibition, % at 5.6 µM | 1.1% of 220,000 active | AID 1446;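 active = inhibition above the campaign mean plus 3 SD over all tested compounds, cut at about 24% in these data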;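 note: cytokine-independent growth of Ba/F3 cells driven by EpoR plus mutant JAK2; 0% = DMSO-treated cells and 100% = JAK inhibitor I control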
EP2 antag = inhibitors of human EP2 prostaglandin E2 receptor; AID 1422; inhibition, % at 25 µM; 0.52% of 260,000 active; C6 glioma cells expressing human EP2, cAMP TR-FRET; cells stimulated with saturating PGE2; P43116;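 active = percent inhibition above 40 after rounding to a whole number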;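 note: rat C6 glioma host cells with rolipram phosphodiesterase inhibitor present; the protocol text gives 20 µM as final concentration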
The depositor's hits bear a star; x = no result given; [ ] = another dose, or the depositor's remark. The list is partial (hit frequency here may not be typical).

molecule,RBBP9 inhibitor,p47phox inh,PPC-1+TRAIL kill,p97 ATPase inh,Tb hexokinase,BaF3 tox,Furin inhibitor,Ba/F3 V617F tox,EP2 antag
Cc1ccc(C(OCC(O)CNC(C)c2ccccc2)c2ccccc2)cc1 (stereo unspecified),-3,-5,24,1,8,8,-9,2,9
Cc1sc2nc(COC(=O)c3ccc(N4CCCC4)c([N+](=O)[O-])c3)[nH]c(=O)c2c1C,-4,-87,8,4,-5,8,-24,-2,6
CCCCn1c(SCC(=O)N(CC)C2CCS(=O)(=O)C2)nc2cc(S(N)(=O)=O)ccc21 (stereo unspecified),-7,-4,26,-3,11,3,-13,2,3
COc1cccc(C(=O)c2sc(NC(C)C)nc2N)c1,-4,-8,14,4,-20,-1,-11,-7,12
O=C1NC(c2ccccc2)=C(c2ccccc2)C1=O,3,-7,18,3,-15,6,-7,-2,11
Cc1cccc2nc(CNc3ccc(F)cc3)cn12,-1,-5,2,0,1,5,-19[20 µM],-3,5
O=C(Nc1cccc(Cl)c1)c1ccc2c(c1)SC1=NS(=O)(=O)CCN12,0,-3,24,4,1,7,7,2,12
CCCCC(C(=O)N/N=C/c1ccccn1)C(=O)N/N=C/c1ccccn1,-7,-13,8,4,-3,-2,-14,-4,16
Cc1ccc(O)c(NC(=O)c2cccc(S(=O)(=O)N3CCCCC3)c2)c1,-1,-30,-6,-8,10,7,-2[20 µM],6,12
CCc1nc(NCC(C)C)c(C#N)c2c1COC(C)(C)C2,-7,-10,20,6,-2,-1,-31,-3,14
CCN(Cc1ccccc1)Cc1nc(CCc2ccccc2)no1,-7,8,0,-3,-9,-1,-11,-3,5
CC(=O)c1ccc(N2C(=O)[C@@H]3C(CCC(N)=O)NC4(C(=O)Nc5c4ccc(Cl)c5C)[C@@H]3C2=O)cc1 (stereo partly specified),-7,-10,4,-2,-7,4,-4,-1,11
COc1cc(N=C2C(=O)N3CCCc4cccc2c43)cc(OC)c1,6,-2,21,5,-5,6,-15,-2,7
FC(F)(F)c1cccc(N/N=C/c2ccccc2)c1,-4,-10,6,8,-1,5,-16,-1,5
Cn1c(-c2sc3cc(C(F)(F)F)cnc3c2-c2ccccn2)n[nH]c1=S,-7,-8,-3,1,-27,0,-2,0,9
CCCC(=O)Nc1sc(C)c(-c2ccc(OC)cc2)c1C#N,4,-6,-14,7,-1,4,-6,0,5
Cc1ccc(NC(=O)CSc2nc3[nH]ncc3c(=O)[nH]2)cc1,-3,x,-6,1,6,2,-26,3,6
COc1cc(NC(=O)CN2CCCCC2)c(C)cc1[N+](=O)[O-],-8,-13,13,-2,-16,0,2,1,6
Fc1ccc(C2c3cccn3CCN2C(=S)Nc2cccc(Br)c2)cc1 (stereo unspecified),-9,-11,4,-2,9,4,-14,1,4
CCCCC(=O)NC(=S)Nc1cccc(NC(=O)c2ccco2)c1,-7,-7,16,0,1,-1,-15,-3,4
O=C(CSc1nc2nc(-c3cccs3)cc(C(F)(F)F)c2c(=O)[nH]1)Nc1c(F)c(F)c(F)c(F)c1F,-5,-4,-12,2,-3,4,-34,1,13
O=C(c1cnn2c1NC(c1ccco1)CC2C(F)(F)F)N1CCN(c2cccc(Cl)c2)CC1 (stereo unspecified),-4,-48,17,0,-2,2,-15[20 µM],-5,11
COc1cccc(/C=N/n2c(N)nc3ccccc32)c1OC,-1,-16,-4,-1,-10,0,-11[20 µM],-3,0
C/C(CC(=O)N1CCN(C=O)CC1)=N\NC(=O)c1cccc([N+](=O)[O-])c1,0,-5,10,0,-5,1,-12,-5,10
CC(=O)NCCc1ccc(O)cc1,x,-3,-16,x,-10,x,-43,x,11
CC(=O)NCC(=O)N(C)C(C(=O)Nc1ccc2c(c1)OCCO2)c1ccccc1 (stereo unspecified),2,-28,2,6,1,1,-14[20 µM],-4,11
CCOc1ccc2nc(NC(=O)Cc3cccs3)sc2c1,-4,-17,6,6,5,2,-2[20 µM],0,19
O=C(NCc1ccco1)c1nc2nc(-c3cccs3)cc(C(F)(F)F)n2n1,-6,-15,-15,-1,-21,4,-73,0,9
Clc1cccc(Cl)c1COc1ccccc1CNn1cnnc1,0,-13,x,-2,0,4,-13,0,5
CC(Oc1ccccc1)C(=O)OCC(=O)NC(=O)NCc1ccco1 (stereo unspecified),-2,-3,25,1,2,2,-15,-3,4

Following part.
molecule,RBBP9 inhibitor,p47phox inh,PPC-1+TRAIL kill,p97 ATPase inh,Tb hexokinase,BaF3 tox,Furin inhibitor,Ba/F3 V617F tox,EP2 antag
Cc1nc(Cl)c2oc3ccccc3c2n1,-3,-4,14,3,-1,4,-18[20 µM],-3,4
CN1C=CC=C/C1=C1\SC(=S)N(CC(=O)O)C1=O,-7,-14,4,4,-14,-2,-10,-1,18
CC(=O)Nc1ccc(-n2cc(-c3ccccc3)[nH]c2=S)cc1,-12,-7,-8,6,-2,6,-29,-1,4
CCOC(=O)Cc1csc(N/C(=N/S(=O)(=O)c2ccc(F)cc2F)c2ccccc2)n1,-3,-2,18,0,-24,11,-4,1,4
CC(=O)Oc1cccc(N2C(=O)C3CC=CCC3C2=O)c1 (stereo unspecified),2,-1,-2,-1,-2,5,-25[20 µM],-2,11
Cn1c(=O)n(Cc2ccccc2)c(=O)c2c1nc(NCC1CCCO1)n2Cc1ccccc1 (stereo unspecified),1,-14,7,1,-2,6,-2[20 µM],-1,9
O=C(NCCO)c1ccc(Oc2ccc(C(F)(F)F)cc2[N+](=O)[O-])cc1,-8,-10,2,-1,-5,2,-17,0,6
COc1ccc(CN(C)C(=O)COC(=O)c2c(-c3ccccc3Cl)noc2C)cc1,-1,-3,7,3,-7,9,-9,6,1
CCn1ncc(Br)c1C(=O)Nc1cc(C)ccc1F,-9,0,-21,4,-3,2,-28,-2,0
O=C(NC1CCCCCCC1)C1CCC(CNc2c(N3CCCC3)c(=O)c2=O)CC1 (stereo unspecified),-9,5,31,-2,-4,0,-12,2,9
Nn1c(SCC(=O)Nc2ccc3c(c2)OCCO3)nnc1-c1ccccn1,-7,-18,-8,3,-2,2,-22[20 µM],-3,x
CCOc1ccccc1N(CC(=O)NCC1CCCO1)C(=O)CCC(=O)Nc1ccccn1 (stereo unspecified),-14,-14,-8,-3,-4,0,-9,-2,12
CC[N+]1(CC(O)COC2CC(C)CC(C)(C)C2)CCOCC1 (stereo unspecified),4,-3,20,8,-7,-7,-28,1,3
Cc1nc(/C=C/c2ccccc2)[nH]c(=O)c1-c1ccccc1,-2,1,19,0,-10,8,-18,3,12
Cn1c(=O)n(C)c2cc([N+](=O)[O-])c(N3CCN(C(=O)c4ccccc4Cl)CC3)cc21,-4,-9,13,-4,-13,7,-1[20 µM],1,14
Cc1ccc(C(c2sc3nc(C)nn3c2O)N2CCN(c3ccccc3)CC2)cc1 (stereo unspecified),3,-9,-2,6,-5,-1,-11,-3,23
CCOC(=O)C1=NN(C(=O)COc2ccccc2)C(O)(c2ccc(Br)cc2)C1 (stereo unspecified),-3,0,-3,4,7,1,-1,-4,0
CCNc1nc(N)nc(Oc2ccc(OCc3ccccc3)nn2)n1,-7,-17,-5,3,-1,11,-3[20 µM],3,8
CCN(CC)Cc1cc(C(=O)O)c(C)o1,-7,-4,x,8,1,1,-21,-2,11
COc1cccc(NC(=O)C2C3CCC4C(CCC32)C4(Cl)Cl)c1 (stereo unspecified),-8,-4,27,-1,-2,3,-7,1,7
